# CAL PDZ FP-1: inhibitors of human CAL PDZ peptide binding; purified CAL PDZ, TMR-peptide fluorescence polarization, 1 h; AID 504414; inhibition, % at 20 µM; hit rate 0.02% among 330,000;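 active means highest replicate inhibition of at least 40%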;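 further: plate controls were DMSO neutral control wells for no effect and unlabeled competitor peptide control wells for full effect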
#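 Material – purified CerCALP PDZ construct · Detection – FP readout, S and P plane fluorescence · Measure – percent inhibition from loss of millipolarization · Controls – unlabelled peptide for full inhibition, DMSO wells as neutral · Probe or stimulus – TMR-labelled reporter peptide T*-PRC34 bound in PDZ groove · Times – 1 h at RT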
# SR-BI DiI inh: inhibitors of mouse SR-BI mediated HDL lipid uptake | inhibition, % at 12.5 µM | Q61009 | ldlA[mSR-BI] CHO cells, DiI-HDL uptake fluorescence, 3 h | hit rate 0.96% among 320,000;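 active means mean replicate inhibition of at least 70% and a set share of replicates each scoring 70 or more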;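 further: 0% = median of neutral control wells and 100% = median of positive control wells; values of inactives mirror those of a sister screen read the other way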
# Rtt109 Vps75: inhibitors of Candida albicans Rtt109/Vps75 histone acetyltransferase; purified Rtt109/Vps75, ThioGlo CoA-SH fluorescence, 4 h; hit rate 0.16% among 330,000; AID 540336; inhibition, % at 34.9 µM;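 active means inhibition of at least 50% in every replicate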
# Target sequence (Q5AAJ8 whole entry, looked up): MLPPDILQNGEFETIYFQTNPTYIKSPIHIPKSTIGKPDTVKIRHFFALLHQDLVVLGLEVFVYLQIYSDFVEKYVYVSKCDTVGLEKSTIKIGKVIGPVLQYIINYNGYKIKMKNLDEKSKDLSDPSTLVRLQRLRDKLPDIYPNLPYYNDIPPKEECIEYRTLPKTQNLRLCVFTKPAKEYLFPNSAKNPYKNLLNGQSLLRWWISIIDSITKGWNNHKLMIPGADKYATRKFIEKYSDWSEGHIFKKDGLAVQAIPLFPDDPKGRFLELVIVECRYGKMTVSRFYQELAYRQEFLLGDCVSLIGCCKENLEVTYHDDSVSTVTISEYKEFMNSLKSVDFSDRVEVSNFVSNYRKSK
# PvdQ acylase: P. aeruginosa PvdQ acylase inhibition; inhibition, % at 10 µM; AID 488965; purified PvdQ acylase, fluorescence plate reader; hit rate 0.063% among 340,000; in the data active means inhibition above about 30%, passing the limit was not always enough;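 further: 0% = vehicle neutral wells and 100% = reference inhibitor wells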
# PfHsp90 yeast 2: inhibits growth of yeast expressing Plasmodium falciparum Hsp90; S. cerevisiae expressing PfHsp90, BacTiter-Glo ATP, 48 h; yeast lacking PDR1 and PDR3 efflux regulators; inhibition, % at 9.4 µM; hit rate 0.32% among 310,000; AID 504621;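 active means every replicate shows inhibition above about 80%, whatever the replicate mean, limit read from the data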;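 further: 0% = DMSO neutral controls and 100% = 20 µM radicicol positive controls; yeast relying on Plasmodium falciparum Hsp90 in place of its own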
# CAL PDZ FP-2: inhibitors of human CAL PDZ peptide binding; Q9HD26; purified CAL PDZ, TMR-peptide fluorescence polarization, 1 h; inhibition, % at 24.9 µM; hit rate 0.92% among 300,000; AID 602252;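 active means mean inhibition of at least 30% with at least half of replicates also reaching 30%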;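 further: 0% = DMSO neutral control and 100% = excess unlabeled competitor peptide PRC23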
# MITF TRPM1 HTS: MITF TRPM1 promoter activation in melanoma cells; hit rate 0.75% among 300,000; SK-MEL-5 TRPM1-promoter luciferase, 24 h; % of positive control, neutral wells = 0; AID 588334; activation, % at 12.5 µM;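 active means mean activation of at least 80% with every replicate also reaching 80%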;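 further: 0% = neutral control wells and 100% = parthenolide positive control wells; values of inactives mirror those of a sister screen read the other way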
# SR-BI DiI-HDL act: SR-BI HDL lipid transfer activation; CHO ldlA[mSR-BI] cells, DiI-HDL uptake fluorescence, 3 h; 100 = double the neutral-control signal; activation, % at 12.5 µM; hit rate 0.096% among 320,000; AID 504775;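 active means mean replicate activation of at least 60% and every replicate at or above 60%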;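 further: 0% = median plate neutral-control signal and 100% = twice that signal; values of inactives mirror those of a sister screen read the other way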
#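 Test system: SR-BI-overexpressing, LDLR-lacking CHO cells; Medium: Ham's F12 with 0.5% BSA, HEPES 25 mM, pH 7.4; Schedule: 3 h, 37 °C; Technique: bottom-read fluorescence, 550/595 nm.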
# dFosB act: mouse delta FosB homodimer activation; activation, % at 25 µM; hit rate 0.99% among 340,000; purified delta FosB, TAMRA-CDK5 oligo fluorescence polarization; percent of positive-control signal above neutral wells; P13346;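 active means mean activation above about 17%, with every replicate also reaching it, limit read from the data, passing the limit was not always enough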;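 further: fluorescence polarization rise as delta FosB binds a TAMRA Cdk5 AP-1 oligo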
# Target sequence (P13346 whole entry, looked up): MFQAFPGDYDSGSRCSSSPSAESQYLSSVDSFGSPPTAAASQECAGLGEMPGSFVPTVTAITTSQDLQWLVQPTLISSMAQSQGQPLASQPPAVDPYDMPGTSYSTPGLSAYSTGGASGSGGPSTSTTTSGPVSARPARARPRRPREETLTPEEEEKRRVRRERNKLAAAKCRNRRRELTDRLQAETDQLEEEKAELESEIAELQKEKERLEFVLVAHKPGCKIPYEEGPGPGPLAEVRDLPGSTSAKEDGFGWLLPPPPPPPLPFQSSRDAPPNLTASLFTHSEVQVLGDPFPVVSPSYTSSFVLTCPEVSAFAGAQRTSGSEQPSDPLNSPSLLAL
# NSD2 HMT inh: NSD2 (human) methyltransferase inhibition. O96028. NSD2 peptide methylation, AlphaScreen, 120 min. inhibition, % at 12.5 µM. hit rate 0.54% among 310,000. AID 743445; in the data active means inhibition above about 50%
# Numbers without * were called inactive; / = not tested or not shown.
SMILES,CAL PDZ FP-1,SR-BI DiI inh,Rtt109 Vps75,PvdQ acylase,PfHsp90 yeast 2,CAL PDZ FP-2,MITF TRPM1 HTS,SR-BI DiI-HDL act,dFosB act,NSD2 HMT inh
CN(C(=O)c1ccc(S(=O)(=O)N2CCCC2)cc1)C1CCCCC1,0.4,5,2,-7,-4,-6,-27,-5,0,0
COC(=O)CN1C(=O)N/C(=C/c2ccc(OC)c(C)c2OC)C1=O,-3.1,12,2,-4,/,-2,-4,-12,-1,-2
Cc1occc1C(=O)NNC(=O)c1cccc(F)c1,/,7,-1,1,2,0,10,-7,2,-1
CC(=O)c1ccc(S(=O)(=O)Nc2ccc(C(=O)N3CCC3)cc2)cc1,-0.1,-21,/,-12,22,-6,8,21,-4,-3
CC(=O)NC(CC(=O)OCC(=O)N1CCc2ccccc21)c1ccccc1 (configuration not stated),-0.9,-5,-3,-1,-15,-1,-3,5,-7,-4
COc1ccc(C(=O)NCC2CCCO2)cc1S(=O)(=O)N1CCCc2ccccc21 (configuration not stated),-1.3,-14,-17,-8,1,5,1,14,-10,0
CCOC(=O)c1sc(Nc2ccc(OCC)cc2)nc1C,-1.0,-1,-4,-23,-22,-3,6,1,-5,-3
COc1ccc(C2C(C(=O)N3CCCC3)CC(=O)N2c2ccc(OC)cc2)cc1 (configuration not stated),0.1,6,2,-4,/,11,/,-6,-7,-2
C/C(=N/NC(=O)CNC(=O)c1cccnc1)c1ccc(Cl)cc1,/,-4,0,-5,17,-1,1,4,-10,-11
CN(Cc1cnn(C)c1)Cc1nc(-c2ccc(Cl)cc2)no1,-0.7,-10,0,-3,10,5,9,10,-13,3
CC(NC(=O)COC(=O)COc1cccc2c1OC(C)(C)C2)c1ccccc1 (configuration not stated),-2.4,1,-2,-7,13,-2,-1,-1,-4,-2
CC(C)(C)S(=O)(=O)N1C[C@H]2CC/C=C\C/C(c3ccccc3)=C\2[C@@H]1CCO,-1.0,-7,-1,-6,10,-3,0,7,0,/
CC(=O)c1c(C)[nH]c(C(=O)COC(=O)c2nccnc2N)c1C,-1.4,-6,3,-19,-9,-9,5,6,-2,1
c1ccc2c(c1)NC(c1ccncc1)n1c-2nc2ccccc21 (configuration not stated),-3.8,8,-37,8,-17,-6,28,-8,-24,0
N#Cc1nc(-c2ccco2)oc1N1CCC(C(N)=O)CC1,-0.1,2,-16,-9,15,-4,2,-2,4,0
COc1ccccc1C(=O)c1c(C)c(CCC#N)n2ccccc12,-0.3,41,1,-11,-4,-3,4,-41,-3,0
O=C(CCN1C(=O)c2ccccc2C1=O)Nc1cccc(S(=O)(=O)NC2=NCCC2)c1,-1.9,-8,5,-9,-10,-3,-3,8,-5,-1
CCC(C(=O)NC1CCCCC1)N(Cc1cccs1)C(=O)CCC(=O)Nc1cc(C)on1 (configuration not stated),-4.1,-7,-3,-11,9,-5,-7,7,-13,-9
Cn1c(=NC(=O)CSCC(=O)N2CCCC2)sc2ccccc21,-1.0,8,14,2,6,-3,-1,-8,-2,1
CC(C)Oc1ccccc1/C=N/Nc1ccccc1[N+](=O)[O-],-0.5,56,-5,6,18,-4,77,-56,-5,5
CCCn1c(N)c(C(=O)CSc2nnc(-c3cccnc3)n2-c2ccc(C)cc2C)c(=O)[nH]c1=O,-2.4,8,3,-1,12,0,11,-8,-7,1
CC(NC(=O)COC(=O)C1=NN(c2ccccc2)C(=O)CC1)c1ccccc1 (configuration not stated),-2.2,-18,11,4,8,-3,7,18,4,1
O=C(Cc1cccc(NC(=O)C2CCCN(C(=O)CCc3ccccc3)C2)c1)Nc1cccc(C(=O)N2CCCC2)c1 (configuration not stated),-1.3,78*,0,-1,-6,0,-29,-78,1,/
Cc1ccc(-n2c(SCC3CCCCO3)nnc2-c2ccco2)cc1 (configuration not stated),-1.2,-15,5,8,-23,-2,-2,15,-3,3
CCc1ccccc1NC(=O)/C(=C/c1ccco1)c1ccccc1,-1.2,-9,-6,-3,54,/,/,9,0,0
CCN(CC)CCC#CC1(O)c2ccccc2-c2ccccc21,-1.8,-8,-3,-5,-1,-1,-1,8,-8,23
Cc1ccc(SCC(=O)Nc2ccc(S(N)(=O)=O)cc2)cc1,0.2,-9,-2,-6,4,2,-13,9,4,-1
Cc1onc(-c2ccccc2Cl)c1C(=O)Nc1ccc(F)c(F)c1,-2.1,6,5,-4,-25,-3,/,-6,-1,-3
CN(c1ccccc1)S(=O)(=O)c1ccc(C(=O)NNC(=O)c2ccccc2)cc1,0.4,5,0,-5,-3,-2,-11,-5,-4,-2
CC1CC(C)CN(CCOc2cccc(Cl)c2Cl)C1 (configuration not stated),-2.1,-6,2,3,8,-4,12,6,-5,1
CN(Cc1cccnc1)C(=O)CNC(=O)COc1ccccc1,-2.2,/,-1,-4,21,0,1,/,-1,-2
COc1cc(/C=C/c2cc(C(F)(F)F)[nH]c(=O)n2)cc(OC)c1OC,0.4,-37,-10,1,3,5,-26,37,-1,8
Cc1ccccc1OC1CCN(C(=O)C2CCC(=O)N(C3CCCC3)C2)CC1 (configuration not stated),-1.8,8,21,3,-17,-5,-14,-8,-1,2
COc1cccc(/C=N/NC(=O)CSCC(=O)Nc2ccccc2)c1O,-0.7,-6,3,-8,-39,/,-17,6,-7,0
O=[N+]([O-])c1ccccc1-c1ccc(C(=S)N2CCN(c3ccccc3)CC2)o1,0.0,-4,-1,2,0,/,-16,4,-7,4
CC(C)[C@H](NC(=O)c1ccccc1)C(=O)OCC(=O)NCC1CCCO1 (some centres not stated),0.4,-10,-1,-6,16,2,-14,10,-4,-1
CC(=O)c1ccc(C)cc1OC(=O)c1cccc(F)c1,-0.3,-15,0,-11,6,-1,-1,15,1,-2
O=C(CN(c1ccccc1)S(=O)(=O)c1ccc(Cl)cc1)Nc1ccccc1C(=O)N1CCCC1,-1.1,-4,-15,-8,10,/,10,4,-12,0
COc1ccccc1N1CCN(c2ncnc3c2oc2ccccc23)CC1,-0.5,16,-11,-12,-46,-2,-3,-16,-3,-4
CC(=O)N1CCC(N(C(=O)Nc2ccc(F)cc2)C2CCCC2)CC1,0.3,0,21,8,10,/,/,0,-6,/
O=c1ccc2c([nH]1)CCCCCCCCCC2,-3.0,1,7,9,-5,-2,-4,-1,-7,-2
Cc1noc(C)c1COC(=O)CNC(=O)c1cccc(F)c1,0.5,-2,-5,-5,18,/,-2,2,-3,-1
O=C(O)[C@@H]1CCCN1C(=O)c1ccccc1N1C(=O)[C@@H]2Cc3c([nH]c4ccccc34)C(c3cccc(Cl)c3)N2C1=O (some centres not stated),-0.6,-3,7,-7,12,-5,-26,3,-15,/
Cc1ccc(S(=O)(=O)N2CCCCC2)cc1NC(=O)COC(=O)c1ccccc1F,-1.1,1,-2,-6,-17,/,-10,-1,-8,-9
O=C1Nc2ccc(Br)cc2C12OCCO2,-0.4,/,3,-6,1,-4,/,/,-8,1
N#Cc1c(-c2ccncc2)c2c([nH]c1=S)CCCC2,-0.8,-26,6,0,57,/,/,26,-2,3
O=C(CCc1nnc2ccc(NCc3ccccc3Cl)nn12)NCC1CCN(C2CCCC2)C1 (configuration not stated),-3.0,16,4,1,13,2,-1,-16,-6,38
O=C(Nc1ccc(Cl)cc1)Nc1nc(-c2ccccc2O)cs1,-0.3,/,3,-9,-11,0,-6,/,-3,/
O=C(NCCC1=CCCCC1)C1CCN(S(=O)(=O)c2cccc(C(F)(F)F)c2)CC1,0.2,0,1,-15,6,/,-1,0,-20,0
CCCCn1c(N)c(N(CCOC)C(=O)COC(=O)c2ccccc2OCC)c(=O)[nH]c1=O,-2.0,-13,-4,-5,-14,-1,-10,13,-6,-1
C=CCNC(=S)NNc1nc(Nc2ccccc2)nc(N2CCCCC2)n1,-1.0,-1,/,-13,-16,3,-2,1,-13,2
CN(c1ccc(C(=O)Nc2cccnc2)cc1)S(=O)(=O)c1ccc(Cl)cc1,-2.0,27,6,-15,-9,-3,13,-27,-16,-6
CCc1noc(C)c1C(=O)Nc1nc2ccc(F)cc2s1,-3.5,5,4,-6,18,-5,57,-5,-12,-1
CCCC(c1nnnn1Cc1cccs1)N1CCN(C)CC1 (configuration not stated),0.2,-18,1,-2,12,-1,0,18,3,1
CCCn1c(Sc2nc3c(c(=O)[nH]c(=O)n3C)n2CCC)nc2c1c(=O)[nH]c(=O)n2C,0.6,-11,7,-7,-8,-1,6,11,2,2

# Reformatted: results already given.
CAL PDZ FP-1	SR-BI DiI inh	Rtt109 Vps75	PvdQ acylase	PfHsp90 yeast 2	CAL PDZ FP-2	MITF TRPM1 HTS	SR-BI DiI-HDL act	dFosB act	NSD2 HMT inh	smiles
-1.1	1	-2	-6	-17	/	-10	-1	-8	-9	Cc1ccc(S(=O)(=O)N2CCCCC2)cc1NC(=O)COC(=O)c1ccccc1F
-0.4	/	3	-6	1	-4	/	/	-8	1	O=C1Nc2ccc(Br)cc2C12OCCO2
-0.8	-26	6	0	57	/	/	26	-2	3	N#Cc1c(-c2ccncc2)c2c([nH]c1=S)CCCC2
-3.0	16	4	1	13	2	-1	-16	-6	38	O=C(CCc1nnc2ccc(NCc3ccccc3Cl)nn12)NCC1CCN(C2CCCC2)C1 (configuration not stated)
-0.3	/	3	-9	-11	0	-6	/	-3	/	O=C(Nc1ccc(Cl)cc1)Nc1nc(-c2ccccc2O)cs1
0.2	0	1	-15	6	/	-1	0	-20	0	O=C(NCCC1=CCCCC1)C1CCN(S(=O)(=O)c2cccc(C(F)(F)F)c2)CC1
-2.0	-13	-4	-5	-14	-1	-10	13	-6	-1	CCCCn1c(N)c(N(CCOC)C(=O)COC(=O)c2ccccc2OCC)c(=O)[nH]c1=O
-1.0	-1	/	-13	-16	3	-2	1	-13	2	C=CCNC(=S)NNc1nc(Nc2ccccc2)nc(N2CCCCC2)n1
-2.0	27	6	-15	-9	-3	13	-27	-16	-6	CN(c1ccc(C(=O)Nc2cccnc2)cc1)S(=O)(=O)c1ccc(Cl)cc1
-3.5	5	4	-6	18	-5	57	-5	-12	-1	CCc1noc(C)c1C(=O)Nc1nc2ccc(F)cc2s1
0.2	-18	1	-2	12	-1	0	18	3	1	CCCC(c1nnnn1Cc1cccs1)N1CCN(C)CC1 (configuration not stated)
0.6	-11	7	-7	-8	-1	6	11	2	2	CCCn1c(Sc2nc3c(c(=O)[nH]c(=O)n3C)n2CCC)nc2c1c(=O)[nH]c(=O)n2C

# Assay outcomes deposited in PubChem by Broad Institute.

# Not a hit list. Share with any hit: about 4.3%.
